A549 tox – Nrf2 qHTS screen for inhibitors: counterscreen for cytotoxicity; A549 ARE-Fluc cells, CellTiter-Fluor viability, 18-24 h; Potency, µM (highest dose often 46 µM), for the others: at the highest dose activity change, negative = cytotoxicity, actives largely listed as inhibitors; hit rate 0.16% among 390,000; AID 504648, 2011; note: potency is the fitted concentration of half-maximal effect; % is set by controls: 0 for no effect and ±100 for the full control effect
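Cytotoxicity counterscreen: CellTiter-Fluor fluorescence was measured in A549 ARE_Fluc cells after 18-24 h of compound exposure in a concentration series. The subsequent BugLite luminescent read reports ARE-luciferase activity.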
S2 tox – Viability Counterscreen for Primary qHTS for Inhibitors of ATXN expression. AID 651635, 2014. S2 cells (HEK-293 line with an ATXN2-luciferase reporter) viability, CellTiter-Fluor protease fluorescence, 24 h. Potency, µM (highest dose often 56.7 µM), usual class: cytotoxic. hit rate 0.49% among 400,000; note: potency is the fitted concentration of half-maximal effect; nearly all actives have a fitted effect of over 40% in size
pAkt inh – HTS Assay for Inhibitors of Akt Phophorylation: Primary Screen | Neuro2A IGF-stimulated pAkt S473 HTRF, 20 min; hits give low values | activity change, % for hits at 50 µM | hit rate 0.32% among 360,000 | AID 651550, 2012; in the data active = activity change below about -80%; inconclusive = mostly about -51% to -80%; note: % is set by controls: 0 for no effect and ±100 for the full control effect
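Neuro2A cells (4,500/well, DMEM with 0.5% FBS) were treated with compound at a single 50 µM final concentration, stimulated with 6 nM IGF for 20 min at 37 °C, and lysed. Phospho-Akt Ser473 was read by HTRF as 665/615 ratio ×10^4.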
Nrf2 ARE act – qHTS of Nrf2 Activators | hit rate 0.31% among 410,000 | Potency, µM (titrated, usually from 46.1 µM), without a hit: top-dose activation, most hits filed as activators | AREc32 ARE-luciferase reporter (MCF7-derived line), luminescence, 24 h | AID 624171, 2012; note: potency is the fitted concentration of half-maximal effect; % of control where 0% means no effect; nearly all actives have a fitted effect of over 65% in size
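ARE activation measured as luciferase luminescence (Steady-Glo, 30 min RT) in AREc32_Fluc cells after 24 hr compound exposure at 37 deg C, 5% CO2; cells seeded overnight at 1000/well in OPTI-MEM, 5% FBS.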
Nrf2 block – Nrf2 qHTS screen for inhibitors; A549 ARE-Fluc reporter, luciferase luminescence, 18-24 h; Potency, µM (series often up to 46 µM), inactives show at the top dose activity change, negative = inhibition, hits mostly inhibitors; hit rate 2.1% among 360,000; AID 504444, 2011; note: potency is the fitted concentration of half-maximal effect; % is set by controls: 0 for no effect and ±100 for the full control effect; nearly all actives have a fitted effect of over 60% in size
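A549 ARE_Fluc cells (5000/well, 5% FBS OPTI-MEM) pre-incubated 2 h, then treated with compounds 18-24 h at 37C/5% CO2 in concentration-response. CellTiter-Fluor viability read first; BugLite luciferase luminescence after 15 min at room temperature gives Nrf2 activity.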
HepG2 viability – qHTS for Inhibitors of TGF-b: Cytotox Counterscreen; HepG2 CAGA-GFP viability, ATP luminescence, 18 h; Potency, µM (titrated, usually from 46.1 µM), for the others: top-dose activity change, negative = cytotoxicity, usual class: cytotoxic; hit rate 0.76% among 410,000; AID 588856, 2011; note: potency is the fitted concentration of half-maximal effect; some results filed as inactive show a strong effect at the top dose
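CellTiter-Glo luminescence gave cytotoxicity after 18 hours at 37 degrees C. The cells were HepG2 CAGA-GFP in 1% FBS DMEM, stimulated with 500 pg/mL TGF-beta after compound addition. %Activity was normalised to no-cell wells (complete cell-killing) and DMSO (no toxicity), and curves were fitted and classified.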
CCT modulator – High-Throughput Screening for Modulators of Cytosolic Chaperonin Activity | purified chaperonin ATPase assay, HTRF ADP detection, 30 min | activity change, % (concentration not given with the values), hits read low | hit rate 0.3% among 360,000; in the data active = activity change below about -30%; note: % is set by controls: 0 for no effect and ±100 for the full control effect
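First, chaperonin was dispensed at 40 nM or 20 nM final depending on batch activity. Next, compounds were pinned at 76 uM and ATP added at 10 uM. After 30 min at 37 °C, ADP detection reagents ran 30 min at ambient temperature.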
Mm-Cpn inhibitor – Inhibitors of TCP-1 ring complex (TRiC) of Methanococcus maripaludis (MmCpn): qHTS. hit rate 0.031% among 330,000. purified Mm-Cpn ATPase, ADP Transcreener TR-FRET. Potency, µM (highest dose often 76.9 µM), for the others: at the highest dose activity, negative = inhibition, most hits filed as inhibitors. Chaperonin Mm-Cpn (Methanococcus maripaludis); note: potency is the fitted concentration of half-maximal effect; % is set by controls: 0 for no effect and ±100 for the full control effect; nearly all actives have a fitted effect of over 80% in size
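ATP (10 uM final) was added to archaeal chaperonin (25 nM final) after 10 min exposure to test compound at 37°C; after 30 min further incubation, ADP was detected by competitive TR-FRET.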
TGFb inhibitor – qHTS for Inhibitors of TGF-b. HepG2 CAGA-GFP TGF-b/SMAD3 reporter, GFP fluorescence, 18 h; TGF-beta stimulated, 500 pg/mL final. hit rate 1.2% among 410,000. Potency, µM (top dose mostly 46.1 µM), for the others: at the highest dose activity, negative = inhibition, usual class: inhibitors; note: potency is the fitted concentration of half-maximal effect; % is set by controls: 0 for no effect and ±100 for the full control effect; nearly all actives have a fitted effect of over 65% in size
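Inhibition of TGF-beta-driven CAGA-GFP reporter expression in HEPG2 cells is measured by cellular GFP fluorescence after 18 h stimulation with 500 pg/mL recombinant TGF-beta in 1% FBS medium at 37 degrees C.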
Starred values were filed as active, the others as inactive; i = inactive; ? = inconclusive; / = not tested or not shown; [ ] = remark or other dose. Unless noted, calls come from the whole dose curve; as a rule, active = well fitted curve in the direction sought with a large enough effect; inconclusive = small, poorly fitted or top-dose-only effect, or another doubt; inactive = no such curve, though single readings can be large; an effect the other way counts as inactive or inconclusive.

SMILES	A549 tox	S2 tox	pAkt inh	Nrf2 ARE act	Nrf2 block	HepG2 viability	CCT modulator	Mm-Cpn inhibitor	TGFb inhibitor
O=C(CN1CCOCC1)NCc1ccc(F)cc1	-2%	i	i	-0.3%	-17%	4%	-0.6	0%	-3%
CC(C)Cn1c(N)c(C(=O)COC(=O)c2ccc3ccccc3n2)c(=O)n(C)c1=O	9%	i	i	-0.7%	-22%	4%	-1.7	1%	2%
O=C(CSc1ccc(-c2ccccc2)nn1)NCC1CCCO1 (stereo not drawn)	12%	i	i	0.1%	1%	-2%	-4.2	4%	-1%
COc1cccc(C(=O)N2CCN(C(=O)C3CC3)CC2)c1	0%	i	i	-0.5%	6%	2%	-1.4	1%	13%
CC(C)Cc1nnc(NC(=O)CCN2C(=O)c3ccccc3C2=O)s1	6%	i	i	-0.1%	13%	-13%	-2.7	-1%	-7%
Cc1ccc(C)c(NC(=O)c2cnccn2)c1	2%	i	i	-1.0%	-5%	-2%	0.4	0%	22%
CCCn1nnnc1NCc1cccn1C	1%	i	i	0.1%	/	3%	-1.1	3%	25%
CCNS(=O)(=O)c1ccc(NC(=O)c2cc(C(F)(F)F)nn2C)cc1	-8%	i	i	-0.8%	?	-11%	-1.0	2%	9%
CC1CC(C)CN(S(=O)(=O)c2ccc(NN)nc2)C1 (stereo not drawn)	-12%	i	i	-0.1%	?	-48%	-1.2	2%	?
CCOC(=O)c1nnn(-c2nonc2N)c1-c1cccs1	8%	i	i	2.9%	/	-27%	-2.2	-2%	1%
NC(=O)NCc1ccc(Cl)cc1	3%[1.84 µM]	i	i	0.0%	?	0%	-0.3	-2%	5%
Cc1nc(NC(=O)CSc2nnc3ccccn23)c(Cl)cc1Cl	-1%	i	i	1.9%	30%	5%	-1.8	0%	-4%
O=C1CC(c2ccccc2)C(=O)N1c1cccc(O)c1 (stereo not drawn)	-7%	i	i	-0.1%	4%	5%	-7.9	0%	0%
Cc1ccc(CNC(=O)c2ccc3c(c2)CCN3S(=O)(=O)c2ccccc2)cc1	-8%	?	/	1.6%	-24%	-3%	/	/	-4%
COc1cccc(S(=O)(=O)N(C)C[C@H]2Oc3cc(Br)ccc3S(=O)(=O)N([C@@H](C)CO)C[C@H]2C)c1	/	?	i	-1.3%	/	-14%	-0.4	/	-3%
O=C(C1CCN(S(=O)(=O)c2ccc(Br)s2)CC1)N1CCN(C2CCCCC2)CC1	1%	i	i	-0.4%	2%	0%	-1.1	1%	-11%
O=C1N/C(=N\c2ccccn2)SC1Cc1ccc(Cl)cc1 (stereo not drawn)	-4%	i	i	-0.6%	9%	4%	-2.0	-18%	-20%
CC(C)(C)NC(=O)NC(=O)COC(=O)CCCc1c[nH]c2ccccc12	-4%	i	i	-0.4%	-8%	3%	1.7	-1%	0%
Nc1cccc(-c2c[nH]c3ncc(-c4cccnc4)cc23)c1	3%	i	i	0.4%	0%	-32%	1.6	/	?
Cc1cc(-n2cnc3c(=O)[nH]cnc32)ccc1N	0%	i	i	0.5%	8%	5%	0.9	-1%	-8%
N#Cc1c(NC(=O)Cn2nc(C(F)(F)F)c3c2CCCC3)sc2c1CCC2	-6%	i	i	0.2%	-8%	-25%	-1.6	1%	-9%
CCOC(=O)C1=C(COc2ccccc2)NC(=O)NC1c1ccc(Cl)cc1 (stereo not drawn)	-2%	i	i	4.6%	-3%	-3%	0.0	0%	?
CN1C(=O)CC(c2ccccc2)CC1=O	-8%	i	i	-0.8%	1%	-3%	-1.6	1%	18%
CC(=O)Nc1c(O)nc(SCC(=O)N2CCN(c3ccc(F)cc3)CC2)[nH]c1=O	-5%	i	i	-0.2%	1%	1%	1.0	/	-17%
CC(C)OC(=O)CSc1nc2cccnc2n1C1CCCCC1	6%	i	i	-0.2%	1%	-9%	0.0	2%	-1%
Cc1cc(C)c2c(C)c(C(=O)Nc3c(C)n(C)n(-c4ccccc4)c3=O)oc2c1	-15%	?	i	1.6%	9%	-11%	-2.8	4%	-3%
COc1ccc(C(O)c2nc(-c3ccncc3)cs2)cc1 (stereo not drawn)	/	i	i	4.7%	/	-12%	1.6	/	-12%
Cc1ccc(-c2nc3ncccc3o2)cc1NC(=O)COc1ccc(C(C)C)cc1	-9%	?	/	3.2%	?	-35%	/	/	-9%
CC1CCCN(C(=O)CN2C(=O)NC(C)(c3ccc4ccccc4c3)C2=O)C1 (stereo not drawn)	5%	i	i	-0.5%	1%	5%	-1.4	-2%	17%
Cc1noc(C)c1C(=O)NCCCc1ccccc1	4%	i	i	-0.4%	/	-6%	-0.4	-2%	19%

An excerpt from above in order of the CCT modulator value, lowest first.
smiles | pAkt inh | CCT modulator | Mm-Cpn inhibitor | TGFb inhibitor
CCOC(=O)c1nnn(-c2nonc2N)c1-c1cccs1 | i | -2.2 | -2% | 1%
CN1C(=O)CC(c2ccccc2)CC1=O | i | -1.6 | 1% | 18%
COc1ccc(C(O)c2nc(-c3ccncc3)cs2)cc1 (stereo not drawn) | i | 1.6 | / | -12%

Following part
SMILES	A549 tox	S2 tox	pAkt inh	Nrf2 ARE act	Nrf2 block	HepG2 viability	CCT modulator	Mm-Cpn inhibitor	TGFb inhibitor
COC(=O)C[n+]1cccc2ccccc21	3%	i	i	0.4%	4%	-6%	-2.7	-1%	14%
Cc1ccc(-n2nc(C)c(NC(=O)CCl)c2C)cc1	?	/	i	?	?	-28%	0.3	0%	?
CCCCN1C=CC(=C2N=c3cccc([N+](=O)[O-])c3=N2)C=C1	-18%	i	i	0.1%	-28%	0%	0.9	1%	10%
CCOC(=O)c1sc(C)c2c1NC1(CCCCC1)NC2=O	-7%	i	i	3.6%	?	-20%	-1.1	1%	-14%
Cn1nc(C(C)(C)C)c([N+](=O)[O-])c1C(=O)Nc1ccccc1	4%	i	i	-0.6%	2%	-14%	1.0	-1%	-21%
CCCOc1cccc(C(=O)NCCNC(=O)c2ccco2)c1	-4%	i	i	3.2%	-25%	1%	0.1	0%	21%
COc1ccc(NC(=O)c2oc3ccccc3c2NC(=O)COc2ccccc2OC)c(OC)c1	-1%	/	i	-0.6%	/	-6%	-1.4	-1%	18%
O=C(COC(=O)c1sc2ccccc2c1Cl)NCC1CCCCC1	-1%	i	i	3.4%	-2%	19%	-4.1	-4%	26%
CCCC1=C(C(=O)OCC)C(c2cccs2)C(C#N)=C(N)O1 (stereo not drawn)	8%	i	i	20%	14%	-34%	1.5	-2%	?
OC1(C#CCN2CCOCC2)CCCCC1	19%	i	i	-0.3%	1%	-26%	0.2	1%	-9%
CSCCC(NC(=O)COc1ccccc1)C(=O)NCc1cccs1 (stereo not drawn)	6%	i	i	-0.2%	-7%	-11%	-1.7	0%	0%
Cc1cccc(NC(=O)C(=O)NCC(c2ccc3c(c2)OCO3)N2CCN(C)CC2)c1C (stereo not drawn)	1%	i	/	1.0%	/	-3%	/	/	-11%
CCOc1ccc(-c2c(C)nn3c(-c4ccccc4)c(C(=O)NCCOC)cnc23)cc1OCC	4%	i	/	-0.5%	-14%	0%	/	/	14%
CCOC(=O)c1ccc(-n2c(-c3ccco3)nc3ccccc3c2=O)cc1	-1%	i	i	-0.9%	9%	14%	-0.8	0%	-5%
CN(Cc1ccccc1)C(=O)CN1C(=O)NC2(CCCc3sccc32)C1=O (stereo not drawn)	/	i	i	0.1%	/	-13%	3.8	/	4%
O=C(CSc1ccc2c(c1)OCCO2)NC(=O)Cc1ccccc1	10%	i	i	-0.7%	14%	-8%	0.4	0%	-52%
Cc1c(NS(=O)(=O)c2cc(C(=O)NCCc3ccc(F)cc3)cc(Cl)c2Cl)c(=O)n(-c2ccccc2)n1C	-6%	i	i	-0.5%	-23%	-15%	-1.0	1%	-4%
COC(=O)c1ccc2c(=O)n(CCCCCC(=O)NCc3ccc4c(c3)OCO4)c(=O)[nH]c2c1	-19%	i	i	0.1%	-5%	-2%	-1.3	2%	-9%
Cc1ccc(C(=O)NCCSC2CCCCC2)cc1S(=O)(=O)Nc1ccccc1	?	i	i	0.3%	?	-17%	-2.7	1%	?
COC(CN1C(=O)C(=O)/C(=C(/O)c2ccccc2)C1c1ccccn1)OC (stereo not drawn)	-2%	?	i	-0.4%	-18%	16%	2.4	-3%	-2%
COc1ccc(NC(=O)/C(Cl)=C(/Cl)S(=O)(=O)Cc2ccccc2)cn1	?	14µM*	i	?	/	6.3µM*	-2.0	-9%	?
COc1ccc(S(=O)(=O)N2CCC(C(=O)N3CCCC3)CC2)cc1	-1%	i	i	-0.3%	-14%	-22%	-4.3	3%	-5%
COc1ccc(/C=C2\C(=O)c3ccccc3OC2c2ccccc2)cc1 (stereo not drawn)	-2%	?	i	27%	-1%	-28%	2.5	1%	0%
O=C(CCNC(=O)c1ccc(Cl)cc1)Nc1ccc(S(=O)(=O)N2CCCCC2)cc1	2%	i	i	-0.3%	-5%	-1%	1.9	-1%	3%

Looked up above.
Value of COC(CN1C(=O)C(=O)/C(=C(/O)c2ccccc2)C1c1ccccn1)OC (stereo not drawn) in Nrf2 block: -18%
Value of COC(=O)c1ccc2c(=O)n(CCCCCC(=O)NCc3ccc4c(c3)OCO4)c(=O)[nH]c2c1 in TGFb inhibitor: -9%
Value of COc1ccc(NC(=O)/C(Cl)=C(/Cl)S(=O)(=O)Cc2ccccc2)cn1 in CCT modulator: -2.0
Value of COc1ccc(/C=C2\C(=O)c3ccccc3OC2c2ccccc2)cc1 (stereo not drawn) in Nrf2 block: -1%
Value of O=C(CCNC(=O)c1ccc(Cl)cc1)Nc1ccc(S(=O)(=O)N2CCCCC2)cc1 in Nrf2 block: -5%
Value of Cc1ccc(C(=O)NCCSC2CCCCC2)cc1S(=O)(=O)Nc1ccccc1 in Mm-Cpn inhibitor: 1%
